High-throughput results deposited in PubChem by Sanford-Burnham Center for Chemical Genomics.
Hsp70 inhibitors: small molecules displacing fluorescent ligand from Hsp70 – biochemical, fluorescence polarization, primary screen (AID 583). Hsp70 fluorescence polarization probe displacement, mP; higher % means a stronger effect. displacement, % at 20 µM, or IC50 in µM where a hit was titrated. hit rate 0.06% among 140,000; in the data active = displacement above about 50%;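 also: plate controls were vehicle for no effect and reference ligand for full effect; a part of the inactive calls stands beside numbers as strong as those of hits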
MKP-3 inhibition: inhibition of rat DUSP6 enzyme activity – biochemical, in vitro, primary screen (AID 425); inhibition, % at 20 µM; hits with a dose series show IC50 in µM; recombinant MKP-3 phosphatase activity, fluorescence; higher % means a stronger effect; hit rate 0.17% among 110,000; in the data active = inhibition above about 50%;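 also: plate controls were vehicle for no effect and reference inhibitor for full effect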
The depositor's hits bear a star; . = not tested or not shown; & = joins results of further samples. Only part of the results is shown; rates above refer to the full screens.

SMILES	Hsp70 inhibitors	MKP-3 inhibition
CCOC(=O)C1=C(c2ccccc2)NC(SCC(=O)NC2CCCCC2)=C(C#N)C1c1ccco1 (stereo not given)	1.4%	-1%
CC(C)CCn1c(N)c(S(=O)(=O)c2cccs2)c2nc3ccccc3nc21	-1.5%	-1%
COc1ccc(C2/C(=C(/O)c3ccccc3)C(=O)C(=O)N2c2ncccn2)cc1OC (stereo not given)	-2.2%	-1%
COc1cc2c(cc1OC)C(c1cccs1)NCC2 (stereo not given)	9.7%	-3%
Cc1cc(C)n(C(=O)c2ccc(S(=O)(=O)N3CCOCC3)cc2)n1	1.5%	.
CC1(C)CC(=O)C=C(Nc2cc(-c3ccccc3)[nH]n2)C1	-2.7%&1.1%	-10%&5%
Cc1ccccc1C(=O)NC1CCN(Cc2nnnn2Cc2ccc(F)cc2)CC1	-0.5%	2%
N/C(=N\c1nc2c(c(=O)[nH]1)CCCC2)Nc1ccccc1	4.0%	-4%
O=C(Nc1ccn(-c2ccccc2)n1)c1ccc(Cl)cc1	3.0%	6%
CCc1cc2c(=O)c(-c3cnn(-c4ccccc4)c3)coc2c(CN2CCOCC2)c1O	-1.7%	-5%
Cc1cc(C)cc(OCc2nnc(SCC(=O)Nc3ccccc3)o2)c1	-2.1%	-2%
CCCCC(=O)c1ccc(O)cc1O	-0.3%	.
COc1ccc(-n2ncc3c(NCc4cccs4)ncnc32)cc1	4.6%	-8%
CN(C)c1c([N+](=O)[O-])cc([N+](=O)[O-])c2cccnc12	3.2%	0%
Nc1nc(Nc2cccc3ccccc23)nc(C2CCCC2=O)n1 (stereo not given)	11%	-1%
COc1nc(Nc2cccc(C(F)(F)F)c2)nc(OC)n1	2.9%	-4%
Cn1cc(/C=C/c2nc3ccccc3c(=O)n2-c2ccccc2[N+](=O)[O-])c2ccccc21	1.2%	5%
CCCCCCCCC(=O)N/N=C/c1ccc(Cl)cc1	2.5%	-1%
COc1cc2c(cc1NC(=O)c1cccc([N+](=O)[O-])c1)oc1ccccc12	-4.2%	9%
O=C(COC(=O)c1ccc(S(=O)(=O)Nc2ccccc2)cc1)NCCN1C(=O)CSC1=O	2.7%	-11%
CCOC(=O)Cc1nnc(Nc2cc(C)ccc2C)c2ccccc12	2.4%	-1%
Cc1ccc(C(=O)Nc2cccc(C(=O)NCc3ccco3)c2)cc1	3.0%	-3%
CC1=C(C)[N+](=O)C2CCCCC2N1[O-] (stereo not given)	-3.8%	-8%
COc1ccccc1N(CC(=O)N/N=C\c1c(O)ccc2ccccc12)S(=O)(=O)c1ccccc1	0.0%	10%
CC(=O)C1=C(C)NC(=O)NC1c1cc(Br)ccc1OCC(N)=O (stereo not given)	1.2%	0%
O=C(NCc1cccs1)c1nn2c(c1Cl)NC(c1ccco1)CC2C(F)(F)F (stereo not given)	3.2%	0%
CCn1ncc(Br)c1C(=O)Nc1ccc(C(=O)OC(C)C)cc1	0.7%	.
CCn1c(/C=C/c2cc(Br)ccc2O)nc2ccccc2c1=O	-0.4%	1%
COc1ccc(N2CCN(C3CC(=O)N(C)C3=O)CC2)cc1 (stereo not given)	1.5%	-11%
Cc1ccc(/C=N/NC(=O)c2ccc(Oc3ccc(C(=O)N/N=C/c4ccc(C)o4)cc3)cc2)o1	2.5%	0%
O=C(COc1ccc(F)cc1)Nc1nnc(-c2ccncc2)s1	-3.9%	.
COC(=O)c1ccc(CSc2nncn2C)cc1	2.8%	-1%
CCOC(=O)C1=C(O)/C(=C/c2ccccc2)SC1=Nc1ccccc1	-4.6%	5%
C=CCSc1nnc(NC(=O)CSc2nc(CCC)cc(=O)[nH]2)s1	-4.5%	-6%
COc1cccc(NC(=O)CSc2nc3ccccc3o2)c1	5.7%	-3%
CCOc1ccc(NC(=O)c2ccc(OC)cc2)cc1	-2.1%	.
c1ccc(-c2onc3cc4c(cc23)OCCO4)cc1	1.1%	4%
O=C(Nc1cccc2ccccc12)c1cc(I)ccc1Cl	-0.7%	-1%
O=C(OCCc1ccc(SC(=O)c2ccccc2)s1)c1ccccc1	-2.3%	6%
NS(=O)(=O)c1ccc(CNC(=O)C2CCCCC2)cc1	4.7%	-3%
O=C(N=Nc1c(O)[nH]c2ccc(Br)cc12)c1ccc(Cl)cc1Cl	6.0%	1%
O=C(NCc1ccccc1)NC1(C(=O)N2CCN(c3ncccn3)CC2)CCCCC1	-2.2%	-6%
COc1ccc(S(=O)(=O)N2CCN(C3CCC(c4ccccc4)CC3)CC2)cc1 (stereo not given)	1.6%	-2%
CCOC(=O)c1ccc(C(=O)OCC)nc1	8.0%	.
COc1ccc([N+](=O)[O-])cc1NCc1ccc(C(F)(F)F)cc1	2.0%	-1%
CSc1nc2c(c(=O)[nH]1)C(c1cccs1)C1=C(CCCC1=O)N2 (stereo not given)	2.9%	4%
O=C(O)COc1ccc(Br)cc1/C=C1\C(=O)NC(=O)N(c2ccc(Cl)cc2)C1=O	-2.0%	4%
O=C(NCc1ccccn1)c1ccc(N2CCCC2=O)cc1	-0.8%	2%
CC1CCN(C(=O)CN(C2CCCCC2)S(C)(=O)=O)CC1	4.5%	-11%
C=CCc1c(O)nc(SCC(=O)c2ccccc2)[nH]c1=O	4.3%	.

Continued:
SMILES	Hsp70 inhibitors	MKP-3 inhibition
COc1ccc2cc(CCNC(=O)c3c(-c4ccccc4Cl)noc3C)c(=O)[nH]c2c1	2.5%	-4%
CCOc1cccc(OCCOCCN(C)Cc2ccccc2)c1	2.3%	-10%
CCOC(=O)CN1CC23C=CC(O2)C(C(=O)Nc2ccc(OC)cc2OC)C3C1=O (stereo not given)	-4.4%	0%
CCCNc1ncnc2nc[nH]c12	-1.5%	4%
CN1Cc2c(N3CCOCC3)nc(SCc3ccccc3)c(C#N)c2CC1(C)C	-2.2%	2%
COC(=O)c1cccc(NC(=O)c2cccs2)c1C	1.5%	.
Cc1ccc(N(CC(=O)NC2CCCCCC2)S(=O)(=O)c2c(C)nn(C)c2C)cc1	-2.0%	-5%
O=C(c1ccc([N+](=O)[O-])cc1)N1CCN(C2CCCC2)CC1	-1.7%	1%
CN(C)CCCNC(=O)CCc1nc2ccccc2c(=O)[nH]1	2.4%	.
C/C(NC1CCCCC1)=C(/C#N)C(=O)NCCN1CCOCC1	-4.2%	-7%
N#Cc1ccc(C(c2nnnn2CCc2ccccc2)N2CCCCCC2)cc1 (stereo not given)	-7.8%	4%
O=C(Nc1nc2c(s1)CCCC2)C1CCCN1C(=O)c1cccs1 (stereo not given)	-2.2%	-4%
O=C(N/N=C/c1cccc(Br)c1)C1CC1	7.6%	0%
COc1ccc(OC)c(NC(=O)COc2c(C)cc(C)cc2C)c1	-6.2%	2%
O=C(CCN1C(=O)/C(=C/c2ccc(Cl)cc2)SC1=S)Nc1nccs1	2.2%	2%
CC1CN(Cc2c(O)ccc3c(=O)c(Oc4ccccc4Br)c(C(F)(F)F)oc23)CC(C)O1 (stereo not given)	-4.4%	3%
COc1ccc(N2C(=O)/C(=C/c3cc4c(cc3Br)OCO4)SC2=S)cc1	2.2%	1%
CC(NC(=O)c1cccc(F)c1)C(c1cccs1)N1CCN(C)CC1 (stereo not given)	1.3%	4%
CN1CCN(CC(O)COc2ccc(C(C)(C)C)cc2)CC1 (stereo not given)	-1.1%	-2%
Cc1c(NS(=O)(=O)c2cc(Cl)ccc2Cl)c(=O)n(-c2ccccc2)n1C	-1.7%	-2%
CCCNC(=O)c1c(N)n(-c2cc(OC)cc(OC)c2)c2nc3ccccc3nc12	4.4%	3%
COc1ccccc1/C=C/C=NN1CCN(Cc2ccccc2Cl)CC1	-3.7%	0%
COCC(=O)N(Cc1cc2ccc(C)cc2[nH]c1=O)c1ccc(OC)cc1	-0.8%	-6%
CC(C)OC(=O)c1c(-c2ccccc2)csc1N	5.5%	5%
COc1ccc(OC)c2[nH]c(=O)c(CCNS(=O)(=O)c3ccc(Cl)cc3)cc12	4.7%	4%
CCC(C)(C)NC(=O)Cc1ccccc1OC	-6.3%	.
O=C(CSc1nnc(Cc2ccccc2)o1)NC1CCCCC1	-3.5%	-7%
COc1ccc(N(CC(=O)NCc2ccc3c(c2)OCO3)S(=O)(=O)c2c(C)nn(C)c2C)cc1	-2.0%	-10%
CCCOc1ccc(C(=O)Nc2ccc(C)cc2[N+](=O)[O-])cc1	-1.3%	3%
Cc1cc(C)n(/N=C\c2c(O)ccc3ccccc23)c(=O)c1C(N)=O	3.8%	.
COC(=O)c1ccc(C(=O)OC)c(NC(=O)CCN2C(=O)c3ccccc3C2=O)c1	-3.2%	3%
CCC(C)(C)NC(=O)C(c1ccc(C)o1)N(C(=O)c1csnn1)c1cccc(F)c1 (stereo not given)	1.2%	.
O=C(c1cncc(Br)c1)N1CCc2ccccc2C1	-4.1%	.
CCn1nc(CC(=O)Nc2nnc(CC(=O)N3CCOCC3)s2)c2ccccc2c1=O	8.4%	.
Oc1ccccc1-c1nc(NCc2ccco2)c2ccccc2n1	-14%	-3%
O=C(NCCSc1ccccc1)c1ccco1	0.4%	3%
CCCS(=O)(=O)c1c(S(=O)(=O)CCC)c2c3ccccc3ccn2c1C(=O)c1ccc(C)cc1	1.4%	-1%
CCN(CC(=O)Nc1ccccc1C(=O)OC)S(=O)(=O)c1ccc(OC)cc1	0.9%	-4%
COC(=O)/C(=C\Nc1ccc(Cl)c2ccccc12)c1ncc(C(F)(F)F)cc1Cl	1.6%	.
COc1cc(NC(=O)c2cnn3c(C(F)(F)F)cc(-c4cccs4)nc23)c(OC)cc1Cl	-3.0%	4%
COc1cc(OC)cc(C(=O)Nc2ccc(-n3cnnn3)c(C)c2)c1	0.8%	-11%
O=C1NC2=C(C(=O)N(Cc3ccccc3)C2)C(c2ccccc2)N1 (stereo not given)	4.5%	2%
Cc1nc2c(o1)CCc1ccccc1C2N1CCN(C)CC1 (stereo not given)	2.1%	-3%
CCOc1ccc(OCC)c(S(=O)(=O)N2CCN(C)CC2)c1	-2.4%	2%
CCN(CC)S(=O)(=O)c1cccc(-c2nnc(SCC(=O)NC)n2CCc2ccccc2)c1	-2.0%	-14%
CNCC(=O)C12CC3CCC(CC(C3)C1)C2	-2.2%	0%
CCN(CC)C(=O)/C=C/c1ccc(OC)c(S(=O)(=O)N2CCCCC2)c1	-5.9%	4%
CCOc1ccc(CNc2cccc(SC)c2)cc1	1.2%	5%
Cc1cc(C)[n+]2cc(Br)ccc2n1	-1.6%	4%
Cc1ccc(OCCn2cc(Br)c(=O)[nH]c2=O)cc1	2.5%	.

Next part:
SMILES	Hsp70 inhibitors	MKP-3 inhibition
Cc1ccc(-c2cc(C(=O)N3CCCCCC3)c3ccccc3n2)o1	8.1%	8%
CN(C)C1(C)CC2C(C/C1=N\O)C2(C)C (stereo not given)	1.9%	0%
Cc1c(C(=O)N2CCOCC2)[nH]c2ccc(OCc3ccccc3)cc12	.	4%
O=C(COC(=O)C1CC2C=CC1C2)Nc1ccc2c(c1)OC(F)(F)O2 (stereo not given)	6.3%	4%
CCOC(=O)c1ccc(NC(=O)NC2CC3CCC(C2)N3Cc2nnnn2Cc2ccco2)cc1 (stereo not given)	2.1%	.
Cc1c(-c2ccccc2)[nH]n2c(=O)cc(-c3ccccc3)nc12	-0.7%	0%
CCOC(=O)N1CCN(C(=O)c2ccc(CS(=O)(=O)c3c(Cl)cccc3Cl)o2)CC1	.	-2%
COC(=O)c1ccccc1NC(=O)c1ccc(CN2CCN(c3ccccc3)CC2)cc1	-6.7%	4%
CCc1nnc(NC(=O)Cn2c(=O)oc3ccccc32)s1	5.6%	.
COc1ccc2c(c1)-c1c(ssc1=S)C(C)(C)N2C(=O)c1ccccc1OC	.	3%
O=C1OC(c2ccc(Cl)cc2)=C/C1=C\c1ccc([N+](=O)[O-])cc1	-1.2%	5%
CCOc1cc(CNc2ccccc2)ccc1OC	0.4%	0%

Molecules from the list above that contain a Cl atom, in the order listed:
SMILES	Hsp70 inhibitors	MKP-3 inhibition
O=C(Nc1ccn(-c2ccccc2)n1)c1ccc(Cl)cc1	3.0%	6%
CCCCCCCCC(=O)N/N=C/c1ccc(Cl)cc1	2.5%	-1%
O=C(NCc1cccs1)c1nn2c(c1Cl)NC(c1ccco1)CC2C(F)(F)F (stereo not given)	3.2%	0%
O=C(Nc1cccc2ccccc12)c1cc(I)ccc1Cl	-0.7%	-1%
O=C(N=Nc1c(O)[nH]c2ccc(Br)cc12)c1ccc(Cl)cc1Cl	6.0%	1%
O=C(O)COc1ccc(Br)cc1/C=C1\C(=O)NC(=O)N(c2ccc(Cl)cc2)C1=O	-2.0%	4%
COc1ccc2cc(CCNC(=O)c3c(-c4ccccc4Cl)noc3C)c(=O)[nH]c2c1	2.5%	-4%
O=C(CCN1C(=O)/C(=C/c2ccc(Cl)cc2)SC1=S)Nc1nccs1	2.2%	2%
Cc1c(NS(=O)(=O)c2cc(Cl)ccc2Cl)c(=O)n(-c2ccccc2)n1C	-1.7%	-2%
COc1ccccc1/C=C/C=NN1CCN(Cc2ccccc2Cl)CC1	-3.7%	0%
COc1ccc(OC)c2[nH]c(=O)c(CCNS(=O)(=O)c3ccc(Cl)cc3)cc12	4.7%	4%
COC(=O)/C(=C\Nc1ccc(Cl)c2ccccc12)c1ncc(C(F)(F)F)cc1Cl	1.6%	.
COc1cc(NC(=O)c2cnn3c(C(F)(F)F)cc(-c4cccs4)nc23)c(OC)cc1Cl	-3.0%	4%
CCOC(=O)N1CCN(C(=O)c2ccc(CS(=O)(=O)c3c(Cl)cccc3Cl)o2)CC1	.	-2%
O=C1OC(c2ccc(Cl)cc2)=C/C1=C\c1ccc([N+](=O)[O-])cc1	-1.2%	5%
